Bioassay records as filed in PubChem BioAssay.
Jurkat NFkB inh: inhibitors of the PMA/ionomycin-induced NF-kB reporter in Jurkat cells. PMA/ionomycin-induced NF-kB luciferase reporter, luminescence. AID 435003. inhibition, % at 4 µM. 0.53% of 330,000 active
Gli-Sufu antag: blocks Gli-Sufu signaling in a luciferase reporter. 0.74% of 340,000 active. inhibition, % at 5 µM. Sufu-KO-LIGHT fibroblasts, Gli luciferase reporter luminescence. AID 588413;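 active = inhibition above about 55%, limit read from the data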;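 note: 0% = DMSO-treated cells and 100% = wells with medium but no cells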
CCR6 antagonist: antagonists of human CCR6 receptor; P51684; CHO-K1 CCR6 PathHunter beta-arrestin, luminescence, CCL20-stimulated; inhibition, % at 20 µM; 0.49% of 340,000 active;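 active = compounds whose inhibition of the agonist-driven luminescence signal at 20 µM reaches about 50%, limit read from the data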;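 note: cells stimulated with CCL20 at 14 nM final; plate controls were DMSO with CCL20 for no effect and DMSO without agonist for full effect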
Target sequence (P51684 whole entry, looked up): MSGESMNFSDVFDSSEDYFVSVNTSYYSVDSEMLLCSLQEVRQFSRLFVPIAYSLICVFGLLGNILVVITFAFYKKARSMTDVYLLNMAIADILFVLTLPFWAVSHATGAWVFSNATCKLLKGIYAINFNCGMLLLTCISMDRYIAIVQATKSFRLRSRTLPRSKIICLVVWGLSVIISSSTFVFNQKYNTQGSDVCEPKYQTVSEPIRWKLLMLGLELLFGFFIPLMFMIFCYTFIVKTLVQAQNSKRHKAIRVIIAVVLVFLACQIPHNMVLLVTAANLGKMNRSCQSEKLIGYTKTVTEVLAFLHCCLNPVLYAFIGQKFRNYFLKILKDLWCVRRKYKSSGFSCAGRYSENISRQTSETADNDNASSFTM
UBC13 polyUb: human UBC13 polyubiquitination inhibition. P61088. UBC13 polyubiquitin chain formation, TR-FRET. inhibition, % at 20 µM. 0.47% of 330,000 active. AID 485273; in the data active = inhibition above about 45%, passing the limit was not always enough; inconclusive = no clear call, values can overlap the other calls
Target sequence (P61088 whole entry, looked up): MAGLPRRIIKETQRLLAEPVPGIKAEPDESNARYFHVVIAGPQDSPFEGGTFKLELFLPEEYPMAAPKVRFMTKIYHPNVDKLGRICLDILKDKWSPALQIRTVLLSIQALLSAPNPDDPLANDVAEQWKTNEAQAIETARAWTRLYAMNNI
EBI2 antag: antagonists of human EBI2 receptor | EBI2 beta-arrestin recruitment, luminescence, 7a,25-OHC stimulated | inhibition, % at 5 µM | 0.81% of 360,000 active | P32249; in the data active = inhibition above about 38%;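 note: enzyme fragment complementation signal reports receptor beta-arrestin coupling in cells; 0% = agonist plus DMSO wells and 100% = wells without agonist; some results beyond the cut were filed as inactive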
Apaf-1 inh: blocks human Apaf-1 apoptosome activity; inhibition, % at 20 µM; O14727; 0.71% of 330,000 active; reconstituted apoptosome caspase-3 activity, DEVD-Rh110 fluorescence; active = inhibition of at least 40% at 20 µM;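 note: plate controls were DMSO wells for no effect and DEVD-CHO caspase inhibitor wells for full effect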
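Material: reconstituted apoptosome with Apaf-1, cytochrome c, caspase-9, procaspase-3, dATP; medium: pH 7.5 Hepes buffer with CHAPS, BSA, DTT; also added: cytochrome c and DEVD-Rh110 substrate; timing: 30 min plus 50 min, RT; signal: Rh110 fluorescence intensity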
697 NFkB inh: inhibitors of the PMA/ionomycin-induced NF-kB reporter in 697 B cells. 697 B-cell NF-kB luciferase reporter, 16 h. inhibition, % at 4 µM. 0.33% of 330,000 active; in the data active = inhibition above about 35%
SENP8 block: blocks the human protease SENP8; Q96LD8; purified SENP8, Z-RLRGG-aminoluciferin cleavage, luminescence; inhibition, % at 10 µM; 1.2% of 330,000 active
Target sequence (Q96LD8 whole entry, looked up): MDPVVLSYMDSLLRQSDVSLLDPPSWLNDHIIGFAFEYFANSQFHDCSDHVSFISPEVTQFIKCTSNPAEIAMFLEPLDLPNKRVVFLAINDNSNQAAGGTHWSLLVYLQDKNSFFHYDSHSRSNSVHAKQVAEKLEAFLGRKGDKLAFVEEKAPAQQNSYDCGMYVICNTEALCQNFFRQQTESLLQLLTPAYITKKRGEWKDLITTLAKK
* marks the source's active call; other numbers are inactive results; ? = inconclusive; nt = no result given; & = joins results of further samples. Cut-off read from the data, not from the text of the source, unless noted: active = inhibition above about 50%; inactive = the rest. Only part of the results is shown (hit frequency here may not be typical).

SMILES | Jurkat NFkB inh | Gli-Sufu antag | CCR6 antagonist | UBC13 polyUb | EBI2 antag | Apaf-1 inh | 697 NFkB inh | SENP8 block
CC(C)(C)NS(=O)(=O)c1ccc(OCC(=O)NCCC2=CCCCC2)cc1 | -3 | 3 | 7 | -11 | 7 | 35 | -12 | 0
COc1cccc(C(=O)NNC(=O)Cc2cccs2)c1 | 2 | -4 | -3 | 1 | -6 | -23 | -4 | -2
Cc1ccc2cc(CCNC(=O)c3ccco3)c(=O)[nH]c2c1C | -137 | -75 | 1 | -11 | -1 | 4 | -140 | -15
CC(C)CN(C(=O)COC(=O)c1ccc(Br)cc1)c1c(N)n(Cc2ccccc2)c(=O)[nH]c1=O | 9 | -2 | 10 | -1 | -11 | 3 | 9 | -13
CCc1nnc(NC(=O)[C@@H](NC(=O)c2cc(OC)cc(OC)c2)C(C)C)s1 | -5 | -6 | 1 | 2 | 6 | -10 | -3 | 3
CCNS(=O)(=O)c1ccc(CCC(=O)Nc2ccc3c(c2)OCCO3)cc1 | -13 | -6 | -10 | -5 | -3 | 11 | 0 | -10
CCCN(CC(=O)Nc1ccc(F)c(F)c1F)C(=O)C1CC(=O)N(Cc2ccccc2)C1 (centres undefined) | -12 | -8 | -2 | -1 | 2 | 7 | -36 | 13
COC(=O)c1ccccc1NC(=S)N(Cc1ccc2c(c1)OCO2)Cc1cc2cccc(C)c2[nH]c1=O | 10 | 21 | 7 | -6 | 2 | 8 | -19 | -2
Cc1csc(C(C#N)C(=O)c2cc3ccccc3o2)n1 (centres undefined) | -10 | -66 | 21 | 0 | -10 | 10 | -122 | 54*
COc1ccc(C2=CSC3=C(C(=O)c4cccc(S(=O)(=O)N(C)C)c4)CCN23)cc1 | -1 | 7 | -2 | 4 | -4 | 3 | 23 | -1
Cc1nnc(-c2cnn(C)c2N)n1CCCN(C)C | -4 | 23 | -6 | -1 | 1 | 3 | 2 | -2
O=C(CC(=O)N/N=C/c1ccc(Cl)cc1Cl)NCc1ccccc1 | 2 | -12 | -10 | -6 | 2 | 1 | -1 | -6
N#CC1(Cc2ccccc2)c2ccccc2C=CN1C(=O)c1ccccc1 (centres undefined) | -6 | -8 | 10 | 6 | 14 | 11 | 18 | 3
COc1ccc(S(=O)(=O)N2CCOCC2)cc1NC(=O)CCc1cc(OC)c(OC)c(OC)c1 | 6 | -1 | -1 | 0 | -11 | -7 | 10 | 1
COc1ccc(NC(=S)N2CCC(c3nc4ccccc4o3)CC2)c(OC)c1 | 12 | -3 | 8 | 0 | -3 | 0 | 7 | 6
C/C(=N\NC(=O)c1ccc2c(c1)OCO2)c1cccnc1 | -48 | -36 | -21 | -9 | 5 | -3 | -24 | 0
Cc1cccc(C)c1OCc1cc(C(=O)NCc2cn(C)nc2C)no1 | 9 | 7 | 2 | 3 | 10 | 10 | -24 | 3
COc1ccc(CN(C)C(=O)c2cnc(OC)cc2C(F)(F)F)c(OC)c1 | -17 | -5 | 1 | -15 | -12 | 6 | -22 | -5
Cc1nc2ccc([N+](=O)[O-])cc2c(=O)n1Cc1ccc(Br)cc1 | 4 | 3 | 21 | -8 | 9 | -8 | 11 | -6
COc1ccc(S(=O)(=O)NCc2ccco2)cc1N(C)S(=O)(=O)c1ccccc1 | -8 | 9 | -5 | 0 | 3 | -7 | 12 | 8
CCCOC(=O)Cc1n[nH]c(=O)[nH]c1=O | 7 | 3 | -8 | 0 | -7 | -13 | 11 | 2
CCCCc1n[nH]c2c1/C(=N/O)CC(C)(C)C2 | -4 | 2 | -3 | 10 | -19 | -6 | 16 | 0
O=C(NCCCc1ccccc1)c1cccs1 | -18 | -23 | 8 | -4 | -18 | -9 | -4 | -13
[2H]c1c([2H])c([2H])c(-c2nc(N3CCCCCC3)sc2C(=O)c2ccccc2)c([2H])c1[2H] | -4 | 17 | 24 | 15 | 3 | 17 | -9 | 1

Part of the list above in order of molecular weight, high to low:
SMILES | Jurkat NFkB inh | Gli-Sufu antag | CCR6 antagonist | UBC13 polyUb | EBI2 antag | Apaf-1 inh | 697 NFkB inh | SENP8 block
[2H]c1c([2H])c([2H])c(-c2nc(N3CCCCCC3)sc2C(=O)c2ccccc2)c([2H])c1[2H] | -4 | 17 | 24 | 15 | 3 | 17 | -9 | 1
N#CC1(Cc2ccccc2)c2ccccc2C=CN1C(=O)c1ccccc1 (centres undefined) | -6 | -8 | 10 | 6 | 14 | 11 | 18 | 3
C/C(=N\NC(=O)c1ccc2c(c1)OCO2)c1cccnc1 | -48 | -36 | -21 | -9 | 5 | -3 | -24 | 0
O=C(NCCCc1ccccc1)c1cccs1 | -18 | -23 | 8 | -4 | -18 | -9 | -4 | -13

Next records:
SMILES | Jurkat NFkB inh | Gli-Sufu antag | CCR6 antagonist | UBC13 polyUb | EBI2 antag | Apaf-1 inh | 697 NFkB inh | SENP8 block
COc1ccc(N2CCN(C(=O)Cc3ccc(Cl)cc3)CC2)cc1 | 9 | 27 | 0 | 0 | 11 | 2 | -11 | -4
Cc1csc(NC(=O)CNC(=O)OCc2ccccc2)n1 | 8 | 2 | 4 | 0 | -5 | 8 | -3 | 5
CCCCNC(=S)NNC(=O)c1csc(C(C)C)c1 | -33 | -38 | 7 | 4 | -1 | -2 | -45 | 7
CCOC(=O)CCCOC(=O)c1ccc(S(=O)(=O)N(C)C)cc1 | 14 | 9 | 4 | 0 | -3 | 2 | 10 | 2
CCC(C)Sc1nnc(CNC(=O)C23CC4CC(CC(C4)C2)C3)n1C1CCCCC1 (centres undefined) | -10 | 7 | 8 | 15 | -13 | 24 | -27 | -2
O=C(NCc1cccs1)C1CCN(S(=O)(=O)c2ccc3c(c2)OCCO3)CC1 | -7 | 15 | -4 | -2 | 3 | 6 | 5 | 9
Cc1ccc(NC(=O)c2cc(S(=O)(=O)N3CCCCC3)c[nH]2)cc1C | -6 | 8 | 6 | -9 | 5 | -3 | 11 | -12
CCC(CO)Oc1cc(NCc2ccc(C(=O)O)cc2)c2ncn(C(C)C)c2c1 (centres undefined) | 12 | -4 | 8 | 10 | -13 | 4 | 9 | -6
CC(C)(C)c1cc(N)n(-c2ccc(C(=O)O)cc2)n1 | -2 | -4 | 14 | -6 | -14 | 8 | 10 | 3
COc1ccc(/C=C2\CCn3c2nc2ccccc2c3=O)cc1OC | -102 | -70 | 6 | 12 | 3 | -1 | -115 | 22
COc1cccc(NC(=O)Nc2cc(C(=O)O)ccc2N2CC3CC(C2)c2cccc(=O)n2C3)c1 (centres undefined) | -9 | 3 | 7 | 0 | 1 | 5 | 7 | 9
Cc1cc(=O)oc2c1c(C)nn2-c1nn[nH]n1 | 2 | 10 | -1 | -1 | -19 | -5 | 14 | -1
Cc1ccc(S(=O)(=O)NC(C)C(=O)NCc2ccc(Cl)cc2)cc1 (centres undefined) | 8 | -3 | -2 | 8 | 3 | -6 | 8 | 12
O=c1[nH][nH]cc1C=Nc1ccc(Cl)cc1 | -4 | -21 | 11 | -11 | -4 | 14 | 17 | -2
NC(=O)c1cc(S(=O)(=O)N2CCCC2)ccc1OCCOc1ccccc1 | -14 | 3 | 0 | -11 | 1 | 19 | -11 | -21
O=C(Nc1ccc(Cl)cc1)NC1CCCCC1Cc1ccco1 (centres undefined) | 1 | -9 | 22 | 6 | -21 | 7 | 15 | -2
CN(Cc1ccccc1)S(=O)(=O)c1ccc(NC(=S)NC(=O)C2CCCCC2)cc1 | 18 | 7 | 51* | -8 | 18 | 3 | -16 | -13
Cc1ccc(O)c(Nc2nc(-c3ccccc3)nc3ccccc23)c1 | 7 | -10 | -3 | -1 | 10 | 0 | 10 | 2
O=c1cc(N2CCN(c3ccccc3Cl)CC2)[nH]c(=O)n1Cc1ccc(F)cc1 | 31 | -13 | 4 | 1 | -4 | 13 | -54 | -4
COCc1nnc(NC(=O)CC(C)C)s1 | -4 | 2 | 1 | -2 | 2 | 7 | 0 | -8
O=[N+]([O-])c1ccc(-c2c[nH]c(=S)[nH]2)cc1 | -3 | -4 | -24 | 21 | 0 | -35 | 21 | 2
O=C(/C=C/c1ccc(F)cc1)NCCc1ccc2c(c1)OCCO2 | 11 | 1 | 4 | 0 | -2 | -9 | -28 | -5
O=C(Nc1cccn(Cc2ccccc2)c1=O)NC1CCCCC1 | -10 | -1 | -6 | 6 | 0 | 5 | 5 | -2
O=[N+]([O-])c1cc(C(F)(F)F)ccc1Sc1ccccn1 | 1 | 1 | 15 | 15 | 5 | -4 | 12 | -4
Cc1cc(NC(=O)c2ccco2)ccc1NC(=O)c1ccco1 | -10 | -19 | 13 | 3 | -3 | -2 | 3 | 7
CC1CCc2onc(C(=O)NCc3ccco3)c2C1 (centres undefined) | 20 | -10 | 1 | 18 | -2 | -7 | -6 | 5
O=Cc1ccc(OCCOc2ccc([N+](=O)[O-])cc2)cc1 | -2 | 0 | 18 | -2 | 9 | 3 | 28 | -4
CCN(CC)S(=O)(=O)c1cccc(C(=O)N/N=C2\CCCC(=O)C2)c1 | 0 | -1 | -11 | -6 | 1 | -23 | 15 | 0
COc1ccc(C)cc1S(=O)(=O)N1CCN(S(=O)(=O)c2cc(C)ccc2OC)C(C)C1 (centres undefined) | -8 | -9 | 11 | -4 | -6 | 20 | -5 | -9
O=S(=O)(Nc1ccc(OC(F)(F)F)cc1)c1cccc2nonc12 | 2 | 2 | 18 | 1 | 0 | -21 | -5 | 0
CC(=O)c1ccc(C(=O)N2CCC(CO)(Cc3cccc(C(F)(F)F)c3)CC2)cc1 | 3 | 5 | 8 | -11 | 13 | 17 | -30 | -10
Cc1cc(C)c(-c2cc(C(=O)Nc3c(C)n(C)n(-c4ccccc4)c3=O)[nH]n2)c(O)c1 | 11 | 2 | 0 | -3 | -12 | -5 | 8 | -8
COc1ccc(/C=N/N2CCN(C3c4ccccc4-c4ccccc43)CC2)cc1OC | -3 | -3 | -2 | 6 | 6 | 0 | -13 | 4
Cc1ccn2cc(-c3ccc4c(c3)NC(=O)CO4)nc2c1 | -107 | -78 | -2 | 9 | -9 | -10 | -93 | 3
CCCCC(=O)NCc1ccc(Cl)cc1 | -7 | -4 | 14 | 0 | 3 | 3 | 5 | -8
COC(=O)C1(CCSC)NC(c2ccc(O)c(OC)c2)C2C(=O)N(c3ccc(C)cc3)C(=O)C21 (centres undefined) | -2 | -4 | 5 | -1 | -7 | -2 | 4 | -2
COc1ccccc1NC(=O)c1c(C)cc(=O)oc1C | -19 | 1 | 5 | 0 | -10 | -6 | -1 | 0
CCCn1nnnc1SCC(=O)NCc1cccs1 | 2 | 4 | 4 | 1 | 4 | -11 | 9 | 5
Cc1nn(Cc2ccccc2)c(C)c1NC(=O)CCCn1nc([N+](=O)[O-])cc1C | 5 | 3 | 0 | 8 | -1 | -17 | 16 | 1
CC(=O)Oc1ccc2oc(-c3ccccc3)c(C(N)=O)c2c1 | 5 | -3 | 7 | ? | nt | -16 | 7 | 3
COc1ccc(CC(=O)NC(C)(C)C)cc1S(=O)(=O)N1CCOCC1 | 3 | -21 | 4 | -4 | -22 | -6 | -3 | -10
COc1ccc(OC)c(NC(=O)c2ccccc2NC(=O)c2ccco2)c1 | 4 | 5 | 9 | 0 | -1 | -6 | 8 | -8
O=C(CCc1ccccc1)OCC(=O)c1cccc([N+](=O)[O-])c1 | -17 | -6 | 42 | -3 | 8 | 6 | 1 | -3
CCOCCCNC(=O)C(NC(=O)c1ccc(NC(C)=O)cc1)c1ccc(OC)cc1 (centres undefined) | 9 | 0 | 6 | 6 | -9 | -11 | 0 | -4
CCN(CC)N=Nc1ccc(S(=O)(=O)Nc2nc(C)cc(C)n2)cc1 | 2&-21 | 0&-6 | 4&0 | -5&-16 | -1&4 | 1&3 | -24&-46 | -16&-8
O=C(NC(=S)NCc1ccccc1Cl)c1cccs1 | 3 | -2 | 12 | 5 | 16 | 11 | -20 | 4
O=C(CN1CCOCC1)Nc1ccc(OC(F)(F)F)cc1 | -19 | -4 | -2 | -6 | -2 | -12 | -5 | -10
CCOc1ccc2[nH]c3c(NCCc4ccc(OC)c(OC)c4)ncnc3c2c1 | 17 | 15 | -4 | 18 | 16 | -4 | 20 | -7
